Bioassay records from PubChem BioAssay.
MEKK3 PB1 HTS: modulators (inhibitors or enhancers) of MEK5 binding to human MEKK3 PB1 domain. binding response (% of control), % at 10 µM. Q99759. bead-based flow cytometry, Alexa488-MEK5 binding to MEKK3; actives lie on both sides; 0 = blocked by unlabeled MEK5, 100 = vehicle. 290,000 compounds, 1.4% hits;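 active = binding response more than 3 SD above or below the average of its plate-row segment, actives on both sides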;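 note: Alexa488 bead fluorescence after subtracting the streptavidin-only scavenger bead signal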
Target sequence (Q99759 whole entry, looked up, the tested form may be a part): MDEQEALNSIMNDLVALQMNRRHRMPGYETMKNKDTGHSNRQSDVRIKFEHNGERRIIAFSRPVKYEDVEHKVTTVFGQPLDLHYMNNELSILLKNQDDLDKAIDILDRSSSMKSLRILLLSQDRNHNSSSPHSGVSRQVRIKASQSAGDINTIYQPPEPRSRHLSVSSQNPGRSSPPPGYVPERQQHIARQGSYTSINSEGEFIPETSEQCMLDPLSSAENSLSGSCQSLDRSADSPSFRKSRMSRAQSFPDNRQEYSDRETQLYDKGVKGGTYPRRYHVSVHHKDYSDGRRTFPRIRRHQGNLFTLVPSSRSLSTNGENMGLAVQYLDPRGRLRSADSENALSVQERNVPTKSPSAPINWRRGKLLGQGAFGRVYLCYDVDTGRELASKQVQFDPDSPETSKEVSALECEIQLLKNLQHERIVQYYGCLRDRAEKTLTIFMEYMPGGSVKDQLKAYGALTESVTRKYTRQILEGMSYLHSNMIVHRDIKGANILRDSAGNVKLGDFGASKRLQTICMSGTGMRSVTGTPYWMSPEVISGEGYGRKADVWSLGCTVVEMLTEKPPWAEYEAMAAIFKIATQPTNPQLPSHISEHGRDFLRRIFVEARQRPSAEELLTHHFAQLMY
PHOSPHO1 inh: blocks human PHOSPHO1 phosphatase activity. Q8TCT1. recombinant PHOSPHO1, absorbance phosphatase assay. inhibition, % at 13.3 µM. 290,000 compounds, 1.1% hits. AID 1565; in the data active = inhibition above about 60%
MEKK2 mut-MEK5: signal of MEK5 binding to mutant human MEKK2 PB1 domain. 290,000 compounds, 0.35% hits. percent response, % at 10 µM. bead flow cytometry, Alexa488-MEK5 binding to MEKK2 mutant; in the data active = percent response above about 24%, passing the limit was not always enough; note: inactives centre near 1; some results filed as inactive read as strong as hits; reference of the scale not given here
PfM18AAP inh: PfM18AAP enzyme inhibition. recombinant PfM18AAP, H-Glu-NHMec fluorogenic cleavage. inhibition, % at 7.35 µM. 290,000 compounds, 1.2% hits. AID 1822;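 active = inhibition above the campaign mean inhibition over all tested compounds plus 3 SD, cut at about 28% in these data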;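 note: 0% = plate median of test compound wells and 100% = 2 mM ZnCl2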
MEKK2 WT-MEK5: raises or lowers MEK5 binding to wildtype human MEKK2 PB1 domain | Q9Y2U5 | bead flow cytometry, Alexa488-MEK5 binding to MEKK2 WT; actives lie on both sides | binding response (% of control), % at 10 µM | 290,000 compounds, 1.1% hits | AID 1531; in the data active = binding response below about 67% or above about 130%
NALP1 yeast inh: inhibitors of NALP1 inflammasome in yeast; 280,000 compounds, 0.61% hits; inhibition, % at 10 µM; S. cerevisiae NALP1/ASC/caspase-1 growth, X-gal OD620, 72 h; in the data active = inhibition mostly above about 24%, no sharp cut-off; inactive = mostly below about 32%; note: some compounds called inactive have numbers as strong as hits
OXTR agonist: activates the human oxytocin receptor | 320,000 compounds, 0.32% hits | AID 2435 | P30559 | CHO-OTR cells, Fluo-8 calcium fluorescence; normalized: DMSO 0%, oxytocin 100% | activation, % at 3 µM;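 active = activation above the mean of all tested compounds plus 3 SD, cutoff set per screening run, cut at about 20% in these data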;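 note: peak over basal fluorescence ratio from a 100 s FLIPR kinetic read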
DNA FID counter: displaces DNA intercalator in HCV helicase counter-screen; DNA fluorescent intercalator displacement, fluorescence; AID 1845; inhibition, % at 7.9 µM; 290,000 compounds, 0.17% hits; in the data active = inhibition above about 37%;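 note: 0% = vehicle and 100% = reference compound; higher means more ethidium bromide displaced from hairpin DNA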
GPR7 antagonist: human neuropeptides B/W receptor 1 antagonism; P48145; GPR7-expressing cells, fluorescence antagonist assay; inhibition, % at 4.4 µM; 290,000 compounds, 1.1% hits; in the data active = inhibition above about 16%, passing the limit was not always enough;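 note: cells stimulated with the agonist NPW; 0% = agonist with vehicle and 100% = vehicle without agonist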
Target sequence (P48145 whole entry, looked up): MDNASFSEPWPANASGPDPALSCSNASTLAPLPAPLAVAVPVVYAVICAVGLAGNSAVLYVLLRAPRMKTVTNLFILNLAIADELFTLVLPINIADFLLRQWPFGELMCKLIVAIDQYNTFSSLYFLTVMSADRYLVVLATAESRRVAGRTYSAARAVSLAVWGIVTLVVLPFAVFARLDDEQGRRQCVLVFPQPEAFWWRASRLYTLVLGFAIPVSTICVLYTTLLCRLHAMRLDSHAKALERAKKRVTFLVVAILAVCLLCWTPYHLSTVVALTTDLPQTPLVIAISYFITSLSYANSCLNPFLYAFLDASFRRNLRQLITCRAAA
Active calls of the source: *; · = no result given; [ ] = remark or other dose. Not a hit list, and some 6.2% of all compounds hit somewhere here.

SMILES | MEKK3 PB1 HTS | PHOSPHO1 inh | MEKK2 mut-MEK5 | PfM18AAP inh | MEKK2 WT-MEK5 | NALP1 yeast inh | OXTR agonist | DNA FID counter | GPR7 antagonist
CC1CCCN(S(=O)(=O)c2ccc(C(=O)Nc3nnc(-c4ccncc4)o3)cc2)C1 (stereo unspecified) | 103 | 19 | 3 | -2 | 105 | 3 | -1.2 | -49 | 2
O=C(Cn1c(-c2cscn2)nc2ccccc21)Nc1ccc2ccccc2c1 | 108 | 46 | 9 | -2 | 113 | -7 | 5.1 | -15 | -1
O=C(C1CCCN1C(=O)c1cccs1)N1CCN(Cc2ccc3c(c2)OCO3)CC1 (stereo unspecified) | 95 | 23 | -4 | -3 | 92 | 2 | -1.6 | -7 | -3
Cc1ccc(N2CCN(C(=O)C3CCCN(c4ncnc5c4nc4n5CCCCC4)C3)CC2)c(C)c1 (stereo unspecified) | 100 | 42 | 2 | 4 | 100 | -2 | -0.3 | -21 | -3
COc1ccccc1CNS(=O)(=O)c1ccc2c(c1)N(C(C)=O)CC(C)S2 (stereo unspecified) | 106 | 19 | 5 | 2 | 106 | -12 | 7.0 | -35 | -8
O=C(Cn1cnc([N+](=O)[O-])n1)N/N=C/c1ccc(O)cc1O | 100 | 5 | 11 | 6 | 105 | 12 | -0.7 | 2 | -13
Cc1ccc(-c2cc(C(=O)Nc3ccc(S(=O)(=O)Nc4onc(C)c4C)cc3)[nH]n2)c(O)c1 | 104 | 24 | 7 | 4 | 105 | -5 | 1.0 | -12 | -15
COc1ccc(Br)cc1S(=O)(=O)Nc1cccc(C)n1 | 101 | 37 | -11 | 1 | 88 | -2 | 0.7 | 5 | -2
O=C(C[n+]1cccc2ccccc21)c1ccc(Br)cc1 | 24*[inhibitor] | 25 | 234* | -2 | · | 11 | -0.3 | 9 | -10
CN(C)/C=C1\C(=O)N(c2ccc(Oc3ccccc3)cc2)CS1=O (stereo unspecified) | 97 | 23 | -3 | 0 | 92 | 23 | 3.0 | -13 | -15
Cn1c(CCN2CCCCC2)nc2cc(NC(=O)C3CCCCC3)ccc21 | 100 | -10 | 3 | -8 | 104 | 1 | 0.4 | 12 | -3
CCOc1ccccc1NC(=O)C1CC(=O)n2ncnc2N1 (stereo unspecified) | 101 | -2 | 5 | -1 | 101 | 3 | 0.3 | 1 | -16
Cc1cccc(C)c1NC(=O)COC(=O)c1nonc1N | 79 | 7 | -13 | 3 | 82 | 29 | 0.3 | 3 | -9
CCN1CCN(C(=S)Nc2ccc(Cl)cc2)CC1 | 105 | 16 | 6 | -6 | 106 | 6 | 2.4 | 6 | -4
CC(=O)c1ccc(S(=O)(=O)N(C)CC(=O)N2CCCCCC2)cc1 | 100 | 26 | 1 | -4 | 103 | 10 | -0.1 | -10 | 3
O=c1[nH]c(Nc2ccccn2)cc2ccccc12 | 90 | · | -3 | · | 98 | · | -1.2 | · | ·
NCCCC(=O)N1c2ccccc2Sc2ccc(Cl)cc21 | 99 | 22 | 8 | -1 | 107 | 11 | 0.1 | 6 | 13
C[N+](C)(C)C(Cc1ccccc1)C(=O)[O-] (stereo unspecified) | 93 | 4 | 1 | · | 91 | -10 | 1.1 | · | ·
CC(=O)Nc1ccc(N=NN2CCOCC2)cc1 | 99 | 21 | 1 | -17 | 93 | -13 | 1.0 | -9 | -6
O=C(O)C1CCN(Cc2cccnc2)CC1 | 101 | 48 | -4 | 6 | 98 | -1 | 0.8 | 2 | -18
CC1CCCC(C(=O)O)N1C(=O)CCSSCCC(=O)N1C(C)CCCC1C(=O)O (stereo unspecified) | 105 | 20 | 5 | -14 | 105 | -1 | 0.8 | -13 | -7
CCn1ncc(Br)c1C(=O)Nc1cccc(F)c1 | 108 | 27 | -2 | -1 | 104 | 16 | -1.1 | -3 | -9
CC(C)CC(NC(=O)c1ccco1)C(=O)Nc1ccc2c(c1)OCCO2 (stereo unspecified) | 97 | 0 | -3 | 3 | 94 | -8 | -0.6 | -9 | -4
COc1ccc(N(CC(=O)N2CCN(Cc3ccccc3)CC2)S(C)(=O)=O)cc1Cl | 98 | · | -6 | -14 | 100 | 4 | 2.4 | -28 | 29
CCOC(=O)c1ccc(NC(=O)CCS(=O)(=O)c2cccc3nonc23)cc1 | 102 | 14 | 7 | -5 | 107 | 11 | 5.5 | -3 | 7
CCOc1cc(C(=O)N2CCC3(CC2)NCCc2[nH]cnc23)cc(OCC)c1OCC | 99 | -4 | -6 | -3 | 100 | 4 | 1.3 | 9 | -5
Cc1ccc(OCc2nnc(SCC(=O)C(C)(C)C)n2Cc2ccco2)cc1 | 104 | 61* | 9 | -4 | 100 | 10 | -0.7 | -34 | 9
O=C(/C=C/c1ccc2ccccc2n1)N1CCN(S(=O)(=O)c2ccccc2F)CC1 | 101 | 11 | 0 | 2 | 100 | 0 | -0.4 | -41 | 0
COc1cc(C(=O)Nc2nc(N)n(-c3ccccc3)n2)cc(OC)c1OC | 104 | -8 | 3 | -6 | 106 | -3 | 0.5 | -7 | -12
CC(C)(C)c1ccc(NC(=O)c2ccsc2)cc1 | 103 | 12 | 2 | 4 | 99 | 6 | -2.8 | 0 | -11
COCCCNC(=O)[C@H](CSCc1ccccc1)N1Cc2ccccc2C1=O | 107 | 42 | -1 | 0 | 98 | · | -0.2 | -26 | -14
N#CCC(=O)N/N=C/c1cn(Cc2ccc(Cl)c(Cl)c2)c2ccccc12 | 102 | 23 | 1 | 9 | 96 | 26 | -1.1 | 0 | -13
O=C(COC(=O)c1ccncc1)c1ccc(Cl)c(Cl)c1 | 96 | -10 | -7 | 6 | 98 | 2 | 2.5 | 7 | -4
CC(NS(=O)(=O)c1ccc(F)cc1)C(c1cccs1)N1CCOCC1 (stereo unspecified) | 94 | -9 | -6 | -6 | 95 | 20 | -0.6 | -19 | -2
Nc1ccc(N2CCOCC2)cc1C(F)(F)F | 100 | 28 | -4 | -15 | 97 | 3 | 0.1 | 1 | 5
CCn1c(C)nc2cc(N)ccc21 | 89 | 32 | -15 | 1 | 93 | · | 0.3 | 23 | 27*

One compound at a time, as listed above. Order of screens: MEKK3 PB1 HTS	PHOSPHO1 inh	MEKK2 mut-MEK5	PfM18AAP inh	MEKK2 WT-MEK5	NALP1 yeast inh	OXTR agonist	DNA FID counter	GPR7 antagonist
CC(NS(=O)(=O)c1ccc(F)cc1)C(c1cccs1)N1CCOCC1 (stereo unspecified) across the screens: 94	-9	-6	-6	95	20	-0.6	-19	-2
Nc1ccc(N2CCOCC2)cc1C(F)(F)F across the screens: 100	28	-4	-15	97	3	0.1	1	5

New compounds follow:
SMILES | MEKK3 PB1 HTS | PHOSPHO1 inh | MEKK2 mut-MEK5 | PfM18AAP inh | MEKK2 WT-MEK5 | NALP1 yeast inh | OXTR agonist | DNA FID counter | GPR7 antagonist
NC(=O)C1=C[C@H](c2coc3ccccc3c2=O)C[C@H](OCCCCO)O1 | 104 | 32 | 4 | 3 | 105 | -12 | -0.7 | -6 | -16
O=C(NCCCN1CCCCC1)C1(S(=O)(=O)c2ccc(Cl)cc2)CC1 | 104 | -34 | 8 | 0 | 106 | 6 | -0.7 | 1 | -12
O=C(COC(=O)c1cc(-c2ccco2)nc2ccccc12)NCc1ccccc1 | 101 | 15 | 7 | -45 | 103 | 4 | -0.9 | -25 | 5
CN=C(c1ccc([N+](=O)[O-])cc1)N1CCCCC1 | 94 | -1 | -4 | -2 | 93 | -4 | 1.2 | 1 | -6
CCCc1nc(SCC(=O)NCc2ccco2)c2c(=O)n(C)c(=O)n(C)c2n1 | 116 | 3 | 8 | 1 | 113 | · | -2.0 | -8 | -17
Cc1ccc(OCC(=O)N/N=C\c2cccs2)c([N+](=O)[O-])c1 | 97 | -7 | 0 | 5 | 99 | 21 | -0.4 | -6 | -12
CCOC(=O)CN1CC23C=CC(O2)C(C(=O)NC2CCCCC2)C3C1=O (stereo unspecified) | 105 | -14 | 1 | 0 | 98 | -12 | 1.0 | -4 | -11
COc1cc(/C=N/OCC(=O)Nc2ccc(OC(F)F)cc2)ccc1OCc1ccccc1 | 135* | -15 | -1 | 3 | 108 | · | 5.3 | -22 | 3
CC(=O)Nc1ccc(C(=O)NCCN2CCOCC2)cc1 | 103 | 11 | 3 | -7 | 105 | 14 | 0.7 | 0 | 2
Cc1ccc(-c2nnc(Nc3ccc(O)cc3)c3ccccc23)cc1S(=O)(=O)NCCO | 96 | 29 | 2 | -1 | 97 | 6 | · | -23 | -4
O=C(NCCc1ccccc1)C(=O)NCc1ccncc1 | 94 | -3 | -2 | -1 | 98 | 12 | -0.3 | 1 | -10
CCOc1cccc(C(=O)NC(=S)Nc2cccc(NC(=O)c3ccccc3Cl)c2)c1 | 125 | -17 | 0 | -9 | 105 | 0 | -1.6 | -5 | -7
Cc1ccc2nc(N3C(=O)CNC3=S)sc2c1 | 108 | 51 | 6 | 11 | 107 | -7 | 0.5 | -10 | -13
CC(=O)Nc1ccc(Nc2ccc([N+](=O)[O-])cn2)cc1 | 104 | 8 | 0 | -5 | 101 | 17 | 2.2 | -1 | 5
O=C(COC(=O)C1CC2C=CC1C2)NCc1ccccc1Cl (stereo unspecified) | 80 | 6 | -4 | 5 | 84 | 39 | -2.8 | -29 | 2
CCn1c(Cc2cccc3ccccc23)nnc1SCC(=O)Nc1nccs1 | 107 | -6 | 19 | 5 | 99 | -12 | 3.5 | -42 | 9
COc1ccc(CC(=O)N/N=C(\C)CC(=O)Nc2cccc(F)c2)cc1 | 97 | 32 | 4 | 3 | 103 | 0 | -0.3 | -15 | 11
Cc1cc(C)nc(SC2CCCCC2NS(=O)(=O)c2ccccc2)n1 (stereo unspecified) | 116 | -30 | 0 | 3 | 104 | 9 | -1.5 | -22 | -6

Of the compounds above, 8 contain a Cl atom.
SMILES | MEKK3 PB1 HTS | PHOSPHO1 inh | MEKK2 mut-MEK5 | PfM18AAP inh | MEKK2 WT-MEK5 | NALP1 yeast inh | OXTR agonist | DNA FID counter | GPR7 antagonist
CCN1CCN(C(=S)Nc2ccc(Cl)cc2)CC1 | 105 | 16 | 6 | -6 | 106 | 6 | 2.4 | 6 | -4
NCCCC(=O)N1c2ccccc2Sc2ccc(Cl)cc21 | 99 | 22 | 8 | -1 | 107 | 11 | 0.1 | 6 | 13
COc1ccc(N(CC(=O)N2CCN(Cc3ccccc3)CC2)S(C)(=O)=O)cc1Cl | 98 | · | -6 | -14 | 100 | 4 | 2.4 | -28 | 29
N#CCC(=O)N/N=C/c1cn(Cc2ccc(Cl)c(Cl)c2)c2ccccc12 | 102 | 23 | 1 | 9 | 96 | 26 | -1.1 | 0 | -13
O=C(COC(=O)c1ccncc1)c1ccc(Cl)c(Cl)c1 | 96 | -10 | -7 | 6 | 98 | 2 | 2.5 | 7 | -4
O=C(NCCCN1CCCCC1)C1(S(=O)(=O)c2ccc(Cl)cc2)CC1 | 104 | -34 | 8 | 0 | 106 | 6 | -0.7 | 1 | -12
CCOc1cccc(C(=O)NC(=S)Nc2cccc(NC(=O)c3ccccc3Cl)c2)c1 | 125 | -17 | 0 | -9 | 105 | 0 | -1.6 | -5 | -7
O=C(COC(=O)C1CC2C=CC1C2)NCc1ccccc1Cl (stereo unspecified) | 80 | 6 | -4 | 5 | 84 | 39 | -2.8 | -29 | 2
